High-throughput results deposited in PubChem by National Center for Advancing Translational Sciences (NCATS).
ELG1 repair inh = qHTS screen for small molecules that inhibit ELG1-dependent DNA repair in human embryonic kidney (HEK293T) cells expressing luciferase-tagged ELG1; HEK293T ELG1-luciferase reporter, luminescence, 16 h; DNA damage induced by 5-fluorouridine; 330,000 compounds, 2.3% hits; Potency, µM (highest dose often 46.1 µM), inactives show top-dose activity change, negative = inhibition, hits mostly inhibitors; note: potency is the fitted concentration of half-maximal effect; % is set by controls: 0 for no effect and ±100 for the full control effect; nearly all actives have a fitted effect of over 55% in size
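In this reporter screen, reduction of luminescence relative to DMSO vehicle indicated activity. Compounds and 5-fluorouridine were added together to 2,000 cells per well, incubated for 16 hr at 37 °C, then developed with ONE-Glo.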
BCR signal inh = qHTS Assay to Find Inhibitors of Chronic Active B-Cell Receptor Signaling; ABC-DLBCL IkBa-CBG/CBR reporter, luminescence ratio, 4 h; Potency, µM (doses to about 46.1 µM), without a hit: at the highest dose ratio change, negative = lower green/red ratio, usual class: inhibitors; 340,000 compounds, 0.05% hits; active = well fitted inhibition curve with a large enough effect in the signal ratio, with a control signal flat, not every such curve was filed as active; inconclusive = small, poorly fitted or top-dose-only effect, or effect the other way, or a change in a side signal; the % refers to the signal ratio;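 note: potency is the fitted concentration of half-maximal effect; plate controls were basal doxycycline-induced cells for no effect and cells given 10 µM MG132 for full effect; MG132 reads +100%, hits lower the ratio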
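TMD8 ABC-DLBCL cells carrying doxycycline-inducible green luciferase fused to IkappaBalpha plus unfused red luciferase were exposed to compounds (up to 46 uM) for 4 hrs at 37C. Activity came from the overlap-corrected green/red luminescence ratio.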
uPA surface inh = qHTS for Inhibitors of Cell Surface uPA Generation | cell surface uPA generation assay, qHTS | 330,000 compounds, 0.31% hits | Potency, µM (titrated, usually from 38.3 µM), for inactives: top-dose activity change, negative = inhibition, usual class: inhibitors; active = well fitted inhibition curve with a large enough effect; inconclusive = small, poorly fitted or top-dose-only effect; inactive = no such curve, though single readings can be large or run the other way; tested in mouse RAW 264.7 cells; note: potency is the fitted concentration of half-maximal effect; % is set by controls: 0 for no effect and ±100 for the full control effect; nearly all actives have a fitted effect of over 55% in size
TSHR antag = Antagonists of the Thyroid Stimulating Hormone Receptor: HTS campaign. AID 504810, 2011. 330,000 compounds, 0.2% hits. Thyrotropin receptor (Homo sapiens), P16473. activity change, negative = inhibition, % at 11.5 µM. TSHR-expressing cells, TSH-stimulated cAMP HTRF, 2 h; stronger effect = lower value;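 active = activity change below a set negative limit, meaning inhibition stronger than a set level, cut at about -70% in these data; inconclusive = activity change between two set negative limits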; note: % is set by controls: 0 for no effect and ±100 for the full control effect
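Antagonism was scored as loss of TSH-driven cAMP in TSHR cells, stimulated with 4nM TSH (EC80) for 2 hours at 37 deg C and detected by homogeneous HTRF competition immunoassay.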
Tb PFK block = qHTS Assay to Find Inhibitors of T. brucei phosphofructokinase. T. brucei PFK, ADP-Glo luminescence. 330,000 compounds, 0.17% hits. Potency, µM (titrated, usually from 57.5 µM), inactives show top-dose activity, negative = inhibition, usual class: inhibitors. ATP-dependent 6-phosphofructokinase (Trypanosoma brucei brucei), O15648;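 note: potency is the fitted concentration of half-maximal effect; 0% = uninhibited 1x PFK enzyme wells and -100% = no-enzyme wells; nearly all actives have a fitted effect of over 60% in size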
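Compounds were pin-transferred as a titration series up to 57 uM into substrate buffer (0.5 mM F6P, 0.1 mM ATP, pH 8.0), then 1.25 nM PFK was added and reactions ran 45 min before ADP-Glo detection.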
Mito fusion act = qHTS Assay for Small Molecule Inhibitors of Mitochondrial Division or Activators of Mitochondrial Fusion | S. cerevisiae fusion-defective mutant growth rescue, CellTiterGlo 48 h | Potency, µM (top dose mostly 46.1 µM), without a hit: at the highest dose growth rescue (activation), most hits filed as activators | 320,000 compounds, 0.23% hits | AID 485298, 2010;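 note: potency is the fitted concentration of half-maximal effect; % of control where 0% means no effect; nearly all actives have a fitted effect of over 45% in size; temperature-sensitive fusion mutants such as fzo1-1 at 37 °C on non-fermentable ethanol glycerol medium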
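Yeast fusion mutant, YPEG (non-fermentable carbon), compound, 48 h at 37C non-permissive; CellTiterGlo added, 10 min RT, luminescence read. Rescued growth = division inhibition.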
Eya2 phos inh = qHTS Assay for Inhibitors of the Phosphatase Activity of Eya2; Protein phosphatase EYA2 (Homo sapiens), O00167; recombinant Eya2, OMFP fluorescence dephosphorylation (OMFP is methylfluorescein phosphate); Potency, µM (top dose mostly 76.9 µM), for the others: at the highest dose activity, negative = inhibition, hits mostly inhibitors; 330,000 compounds, 0.006% hits; AID 488837, 2010; note: potency is the fitted concentration of half-maximal effect; % is set by controls: 0 for no effect and ±100 for the full control effect
Target sequence (O00167 whole entry, looked up): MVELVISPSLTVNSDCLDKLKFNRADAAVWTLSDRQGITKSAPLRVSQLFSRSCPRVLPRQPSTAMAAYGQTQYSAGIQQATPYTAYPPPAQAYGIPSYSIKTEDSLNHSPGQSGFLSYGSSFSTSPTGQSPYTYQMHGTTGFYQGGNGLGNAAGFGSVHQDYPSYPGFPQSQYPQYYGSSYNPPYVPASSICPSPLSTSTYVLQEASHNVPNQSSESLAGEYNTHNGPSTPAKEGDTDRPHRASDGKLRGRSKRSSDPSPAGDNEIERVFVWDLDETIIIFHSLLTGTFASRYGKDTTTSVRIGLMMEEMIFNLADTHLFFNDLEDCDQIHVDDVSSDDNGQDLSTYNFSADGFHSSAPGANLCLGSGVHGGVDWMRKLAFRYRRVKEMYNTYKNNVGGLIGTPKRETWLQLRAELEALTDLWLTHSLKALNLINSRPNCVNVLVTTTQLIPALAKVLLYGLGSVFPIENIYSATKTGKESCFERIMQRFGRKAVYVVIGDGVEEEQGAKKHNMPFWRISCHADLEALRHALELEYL
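Eya2 (0.2 uM) preincubated 10 min at ambient with compound, then OMFP substrate added at 50 uM; 10 min reaction in 50 mM HEPES pH 7.5, 50 mM NaCl, 5 uM MgCl2, 0.05% BSA, 1 mM DTT. Fluorescence read at Ex 485/Em 525 nm.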
TSG101-PTAP inh = qHTS Assay for Iinhibitors of HIV-1 Budding by Blocking the Interaction of PTAP/TSG101 | Tumor susceptibility gene 101 protein (Homo sapiens), Q99816 | Fluorescence polarization, FITC-PTAP peptide / Tsg101 binding | Potency, µM (top dose mostly 115 µM), without a hit: at the highest dose activity change, negative = inhibition, hits mostly inhibitors | 340,000 tested, under 10 active | AID 493005, 2010; active = well fitted inhibition curve with a large enough effect in the main read-out, with a control signal flat, not every such curve was filed as active; inconclusive = small, poorly fitted or top-dose-only effect, or effect the other way, or a change in a side signal; inactive = no such curve, though single readings can be large or run the other way; note: potency is the fitted concentration of half-maximal effect; % of control where 0% means no effect
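Tsg101 binding domain (10 uM final) was mixed with compound and a FITC-labeled PTAP peptide (50 nM final) in HEPES pH 7.5 buffer with NaCl, Tween 20, EDTA and TCEP; fluorescence polarization was read after 20 min at r.t.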
TCR activator = Activators of T cell receptors: qHTS campaign. 330,000 tested, under 10 active. AID 504894, 2011. Potency, µM (highest dose often 9.22 µM), for inactives: top-dose activation of IL-2 secretion, hits mostly activators. primary human leukocytes, anti-CD3, IL-2 HTRF, 48 h; note: % of control where 0% means no effect
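TCR engagement came from a-CD3 beads alone, with compounds added to primary human leukocytes for 48 hr. Secreted IL-2 bridged europium cryptate- and d2-labelled anti-IL-2 antibodies, giving FRET emission at 665nm after 320nm excitation.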
USP2a block = qHTS Assay for Inhibitors of Ubiquitin-specific Protease USP2a Using CHOP2 as the Reporter. USP2 core, Ub-CHOP2 coupled fluorogenic reporter, 485/531. Ubiquitin carboxyl-terminal hydrolase 2 (Homo sapiens), O75604. 330,000 compounds, 0.01% hits. Potency, µM (series often up to 38.3 µM), for inactives: top-dose activity change, negative = inhibition, usual class: inhibitors;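 note: potency is the fitted concentration of half-maximal effect; plate controls were DMSO wells for no effect and full inhibition by NEM control for full effect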
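Cell-free coupled assay: 10nM USP2 core preincubated 30min RT with compound in Tris-HCl pH 8.0/CaCl2/CHAPS buffer, then 25nM Ub-CHOP2 and 25nM reporter substrate; fluorescence (Ex 485/Em 531) read after 60min RT, normalized to NEM inhibition, concentration-response curves fitted.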
B2AR arrestin = qHTS assay of beta-arrestin-biased ligands of beta2-adrenergic receptor. beta-arrestin recruitment to beta2AR, cell-based reporter. Potency, µM (doses to about 46.1 µM), for the others: top-dose activation, actives largely listed as activators. 330,000 compounds, 0.02% hits. AID 492947, 2010;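 note: potency is the fitted concentration of half-maximal effect; 0% = DMSO controls and full agonism = EC100 isoproterenol or metaproterenol; nearly all actives have a fitted effect of over 65% in size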
Target sequence (P07550 whole entry, looked up): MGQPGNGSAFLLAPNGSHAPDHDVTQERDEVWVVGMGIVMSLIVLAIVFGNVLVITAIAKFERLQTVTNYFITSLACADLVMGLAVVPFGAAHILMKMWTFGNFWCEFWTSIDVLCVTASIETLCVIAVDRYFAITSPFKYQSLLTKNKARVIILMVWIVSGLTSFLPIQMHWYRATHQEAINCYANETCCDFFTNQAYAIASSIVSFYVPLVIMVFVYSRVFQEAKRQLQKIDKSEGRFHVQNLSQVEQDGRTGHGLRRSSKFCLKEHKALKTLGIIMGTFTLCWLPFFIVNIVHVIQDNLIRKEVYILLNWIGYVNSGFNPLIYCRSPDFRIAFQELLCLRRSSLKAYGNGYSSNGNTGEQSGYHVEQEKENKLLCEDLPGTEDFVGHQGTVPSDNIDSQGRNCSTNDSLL
Starred values were filed as active, the others as inactive; ? = inconclusive; · = not tested or not shown; & = joins results of further samples; [ ] = remark or other dose. Unless noted, calls come from the whole dose curve; as a rule, active = well fitted curve in the direction sought with a large enough effect; inconclusive = small, poorly fitted or top-dose-only effect, or another doubt; inactive = no such curve, though single readings can be large; an effect the other way counts as inactive or inconclusive.

SMILES	ELG1 repair inh	BCR signal inh	uPA surface inh	TSHR antag	Tb PFK block	Mito fusion act	Eya2 phos inh	TSG101-PTAP inh	TCR activator	USP2a block	B2AR arrestin
Cc1ccc(C(=O)Nc2cccc(NC(=O)c3cccnc3)c2)cc1	5%	-1%	4%	14	3%	7%	2%	-1%	6%	0%	0.5%
CC(=O)NCN1CCN(CNC(C)=O)CC1	0%	-1%	4%	-3	-3%	1%	22%[15.4 µM]	-2%	-1%	1%	-0.6%
Cc1cc(C)c2c(-n3cccc3)c(NC(=O)OCc3ccccc3)sc2n1	?	6%	-1%	-13	-1%	-2%	12%	-4%	2%	-5%	0.2%
Cc1ccc(C(=O)OCC(=O)N(CC(C)C)c2c(N)n(Cc3ccccc3)c(=O)[nH]c2=O)o1	-7%	-12%	0%	0	-1%	-2%	2%	1%	1%	-2%	0.1%
CCOc1ccc(OCC(=O)OCn2c(SC)nnc(C)c2=O)cc1	17%	1%	-2%	5	-4%	0%	-2%	-3%	-4%[46.1 µM]	5%	-0.2%
CN(C)CCCNC(=O)CC(c1ccc(F)cc1)c1ccco1 (stereo unspecified)	7%	-1%	5%	1	-1%	-5%	6%	0%	6%	-1%	-1.1%
Cc1ccc(S(=O)(=O)NCCC(=O)Nc2ccc(C)c(Cl)c2)cc1C	-6%	0%	8%	-8	-2%	7%	-3%	-4%	2%[46.1 µM]	3%	-0.4%
CCCCN(C(=O)c1ccc(S(=O)(=O)N2CCC(C)CC2)cc1)C1CCS(=O)(=O)C1 (stereo unspecified)	-6%	?	5%	1	-3%	-2%	-2%	-6%	9%	2%	0.1%
COc1ccc(C(=O)CSc2nnn(-c3cccc(NC(C)=O)c3)n2)cc1	?	3%	7%	-6	5%	3%	16%	1%	6%	-2%	0.4%
COc1ccc(NC(=O)C2CCCN2S(=O)(=O)c2ccc3c(c2)CCC(=O)N3)cc1Cl (stereo unspecified)	-2%	?	-16%	5	-3%	-1%	10%	1%	4%	0%	-0.6%
COC(=O)c1cc2ccccn2c2c(C(=O)OC)c(C(=O)OC)cc1-2	?	?	-2%	-19	-1%	0%	-10%	-6%	0%	-9%	0.1%
CC1CC(C)CN(c2ccc(S(=O)(=O)N3CCOCC3)cc2)C1 (stereo unspecified)	16%	?	?	15	-2%	-4%	2%	-2%	-1%	0%	0.4%
COc1ccc(C)cc1N(C(=O)c1ccccc1F)c1nc2ccccc2s1	5%	-1%	-4%	7	2%	28%	6%	0%	0%[46.1 µM]	3%	12%
CC(C)N(Cc1ccccc1)S(=O)(=O)c1cccs1	-8%	2%	-26%	-15	1%	-29%	-3%	-10%	0%	-2%	0.4%
CCOc1ccc(N2C(=O)/C(=C\c3ccccc3OC)S(=O)(=O)C2c2cccc([N+](=O)[O-])c2)cc1 (stereo unspecified)	8%	4%	24%	-5	8%	-6%	-1%	-1%	-4%[46.1 µM]	4%	0.3%
O=C(NNC(=O)C1CCN(C(=O)Nc2ccccc2)CC1)c1ccc([N+](=O)[O-])cc1	14%	3%	-11%	3	9%	-2%	10%	1%	·	0%	0.1%
CN1CCN(NC(=O)/C=C/c2ccc(C(C)(C)C)cc2)CC1	8%	-6%	-2%	31	1%	0%	-6%	-7%	12%	0%	-0.9%
COc1ccccc1NC(=O)c1oc2ccccc2c1NC(=O)c1ccco1	?	15%	·	1	-5%	4%	15%	-3%	-67%	1%	-0.1%
Brc1cccc(CNc2nc3ccccc3n2CCN2CCOCC2)c1	9%	?	-6%	8	-22%	-11%	0%	-2%	9%	3%	0.0%
Cc1ccc(NC(=O)CNC(=O)CC23CC4CC(CC(C4)C2)C3)c(O)c1	12%	12%	-1%	10	-1%	13%	-2%	-1%	4%	-1%	-0.4%
CCCN1Cc2cccc(C(N)=O)c2C1=O	?	-5%	8%	-3	1%	-3%	9%	-1%	-6%	0%	-0.8%
C=CCN1C(C(=O)c2ccccc2)=C(OC(=O)COc2ccccc2)c2ccccc2S1(=O)=O	?	-1%	-6%	1	1%	?	-7%	-1%	3%[46.1 µM]	3%	-0.8%
COc1ccc2[nH]c(=O)c(CN(Cc3cccs3)S(=O)(=O)c3cccc4nsnc34)cc2c1	1.3µM*	6%	·	-14	-20%	5%	8%	-4%	·	-1%	-0.2%
COc1cc(NC(=S)NCc2ccco2)c(OC)cc1Cl	?	8%	-2%	-4	0%	0%	6%	7%	4%	3%	-0.1%
O=C(Nc1ccc(S(=O)(=O)N2CCOCC2)cc1)c1ccc([N+](=O)[O-])cc1Cl	?	-14%	?	3	1%	2%	-20%	-4%	1%	0%	0.0%
O=C(NNc1nc(-c2ccccc2)cs1)c1cccs1	17%	?	0%	2	2%	-5%	-1%	-6%	5%	2%	-0.4%
CCOC(=O)c1ccc(NC(=O)Nc2ccccn2)cc1	?	-14%	-2%	-17	-1%	3%	-3%	2%	-2%	1%	-0.4%
N=c1c2c(ncn1CCN1CCOCC1)Oc1ccc3ccccc3c1C2c1ccccc1 (stereo unspecified)	-8%	?	0%	-4	-2%	10%	2%	0%	1%	-3%	0.2%
CCOc1ccc(CCNC(=O)CN2C(=O)NC3(CCCC3)C2=O)cc1OCC	0%	-4%	7%	3	-3%	-2%	-4%	0%	-1%	0%	-0.1%
CCN1C(=O)[C@H]2[C@@H](c3ccc(-c4ccccc4)cc3)N[C@@](C)(C(=O)OC)[C@H]2C1=O	-12%	-1%	8%	-14	-5%	20%	-11%	0%	-16%	-1%	0.2%
CC(C)c1ccccc1OCCNS(C)(=O)=O	8%	?	1%	-1	1%	5%	-3%	2%	11%	0%	-0.5%
OCCC1CN(Cc2cn[nH]c2C2CCCCC2)CCN1C1CCCC1 (stereo unspecified)	3%	-11%	-3%	-6	2%	3%	-10%	-4%	-3%	2%	-1.1%
C[C@]12CCC(=O)C=C1CC[C@@H]1[C@@H]2[C@@H](O)C[C@@]2(C)[C@H]1CC[C@]2(O)C(=O)CO	?	?	6%&-13%	4&-3&4	0%&0%	1%&-4%	-2%&-6%&-3%	-3%&-2%	1%&-13%	6%&0%	-0.5%&-0.5%
O=S(=O)(NCc1cc(-c2ccc(Cl)cc2)no1)c1ccc(Cl)cc1	-8%	4%	11%	-33	-1%	5%	-4%	-3%	-1%	1%	-1.1%

Ordered by length of the SMILES (ascending): part of the list above
SMILES	ELG1 repair inh	BCR signal inh	uPA surface inh	TSHR antag	Tb PFK block	Mito fusion act	Eya2 phos inh	TSG101-PTAP inh	TCR activator	USP2a block	B2AR arrestin
CC(C)c1ccccc1OCCNS(C)(=O)=O	8%	?	1%	-1	1%	5%	-3%	2%	11%	0%	-0.5%
CCOC(=O)c1ccc(NC(=O)Nc2ccccn2)cc1	?	-14%	-2%	-17	-1%	3%	-3%	2%	-2%	1%	-0.4%
COc1ccc2[nH]c(=O)c(CN(Cc3cccs3)S(=O)(=O)c3cccc4nsnc34)cc2c1	1.3µM*	6%	·	-14	-20%	5%	8%	-4%	·	-1%	-0.2%
